SIAE inh = blocks human sialic acid acetylesterase. Q9HAT2. SIAE FP-Rh probe binding, fluorescence polarization. inhibition, % at 9.66 µM. hit rate 0.69% among 370,000. AID 1053197;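 active = inhibition above a cutoff: mean of compounds within the control limits plus 3 SD of those, cut at about 17% in these data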;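 note: 0% = plate median of compound wells and 100% = probe without SIAE protein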
HTRA1 inhibitor = inhibitors of human serine peptidase HTRA1. hit rate 0.5% among 340,000. Q92743. inhibition, % at 5.96 µM. recombinant HTRA1, FP-rhodamine activity-based probe, fluorescence polarization; in the data active = inhibition above about 36%;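 note: 0% = enzyme with DMSO and 100% = wells lacking enzyme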
ABHD4 inh = ABHD4 (mouse) inhibition, primary FP screen; Q8VD66; hit rate 0.54% among 370,000; purified mABHD4, FP-Rh probe fluorescence polarization; inhibition, % at 8.92 µM;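 active = inhibition exceeding the mean over every tested compound plus 3 SD, cut at about 30% in these data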;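 note: 0% = plate median of compound wells and 100% = S159A mutant with DMSO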
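Assay system: Wild-type mouse ABHD4 protein | Medium: HEPES pH 7.0 buffer, 150 mM NaCl, 0.01% Pluronic F-127 | Incubation: Enzyme–compound pre-incubation 45 min, then probe 60 min, both 25 °C | Technique: Fluorescence polarization with parallel and perpendicular emission, 525/598 nm | Evaluation: % inhibition of FP-Rh probe binding versus controls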
NPR2 activator = GC-B (human) receptor activation. P20594. HEK293-GC-B cells, CNP EC30, cGMP TR-FRET; 0% at EC30 CNP, 100% saturating CNP. activation, % at 10 µM. hit rate 0.11% among 370,000;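 active = activation at 10 µM reaching about 35% in either raw or pattern-adjusted values, limit read from the data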
Target sequence (P20594 whole entry, looked up): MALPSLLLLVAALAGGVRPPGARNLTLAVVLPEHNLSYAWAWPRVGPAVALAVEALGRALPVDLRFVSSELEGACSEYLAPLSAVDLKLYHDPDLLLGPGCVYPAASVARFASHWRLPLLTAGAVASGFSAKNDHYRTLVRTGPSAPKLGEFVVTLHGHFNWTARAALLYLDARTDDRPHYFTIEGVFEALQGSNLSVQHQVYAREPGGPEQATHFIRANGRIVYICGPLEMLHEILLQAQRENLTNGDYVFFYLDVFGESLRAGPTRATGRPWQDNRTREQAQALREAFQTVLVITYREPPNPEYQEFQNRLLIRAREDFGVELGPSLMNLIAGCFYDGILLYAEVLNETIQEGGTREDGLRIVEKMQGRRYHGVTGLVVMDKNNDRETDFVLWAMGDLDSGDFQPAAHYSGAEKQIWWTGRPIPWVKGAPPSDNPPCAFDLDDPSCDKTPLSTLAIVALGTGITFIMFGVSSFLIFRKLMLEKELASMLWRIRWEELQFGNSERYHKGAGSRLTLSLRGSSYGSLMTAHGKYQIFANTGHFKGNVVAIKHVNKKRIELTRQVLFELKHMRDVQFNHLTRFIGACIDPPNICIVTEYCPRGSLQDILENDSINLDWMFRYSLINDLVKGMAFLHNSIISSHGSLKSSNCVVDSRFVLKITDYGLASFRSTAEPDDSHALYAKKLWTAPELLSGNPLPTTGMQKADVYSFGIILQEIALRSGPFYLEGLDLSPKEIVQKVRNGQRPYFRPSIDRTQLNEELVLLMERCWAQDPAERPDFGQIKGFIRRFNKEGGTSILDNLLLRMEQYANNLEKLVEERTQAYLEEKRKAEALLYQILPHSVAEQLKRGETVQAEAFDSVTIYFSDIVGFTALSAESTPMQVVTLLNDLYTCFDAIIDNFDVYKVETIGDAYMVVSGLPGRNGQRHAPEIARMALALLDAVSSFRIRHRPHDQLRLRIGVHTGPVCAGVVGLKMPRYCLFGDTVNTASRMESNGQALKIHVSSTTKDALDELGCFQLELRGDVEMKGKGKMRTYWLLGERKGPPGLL
TCR CD3 inh = human TCR-CD3 binding inhibition | TAMRA-labeled TCR probe fluorescence, biochemical | inhibition, % at 9.4 µM | hit rate 0.37% among 360,000; in the data active = inhibition above about 19%;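 note: recombinant mutant TCR 2C K166C tagged with TAMRA read by polarization; 0% = receptor in buffer alone and 100% = receptor with positive control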
PRMT1 FP inh = blocks human protein arginine methyltransferase 1; AID 652257; Q99873; inhibition, % at 2.79 µM; hit rate 1.3% among 370,000; recombinant PRMT1, activity-based probe fluorescence polarization;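 active = inhibition above about 21% made by adding two undisclosed values, limit read from the data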
UHRF1 MBD2 ctr = UHRF1 methyl-DNA binding inhibition; Q96T88; UHRF1 binding to methylated oligo, TR-FRET; inhibition, % at 4.4 µM; hit rate 0.75% among 370,000; in the data active = inhibition above about 21%;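 note: UHRF1 SRA domain binding a hemimethylated CpG hairpin DNA probe; 0% = median of test compound wells and 100% = reference inhibitor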
rCAG binder = r(CAG) repeat RNA binding; AID 651821; hit rate 1.3% among 370,000; TO-PRO-1 dye displacement fluorescence; inhibition, % at 3 µM;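 active = inhibition above the plate cutoff, the mean of all test compounds on that plate plus 3 SD, cut at about 35% in these data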;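 note: 0% = DMSO alone and 100% = 100 µM mitoxantrone as full dye displacement; higher means more dye released from RNA so lower well fluorescence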
NPR1 activator = GC-A (human) enzyme activation; activation, % at 10 µM; HEK293 GC-A cells, cGMP TR-FRET, EC30 ANP; 0% at EC30 ANP, 100% saturating ANP; hit rate 0.14% among 370,000; AID 1671463; in the data active = activation above about 40%
MBD2 inh = MBD2-methylated oligo binding inhibition. Q9UBB5. TR-FRET, MBD2 binding to methylated oligonucleotide. inhibition, % at 4.4 µM. hit rate 0.31% among 370,000; in the data active = inhibition above about 13%
* marks the source's active call; other numbers are inactive results; nt = not tested or not shown.

SMILES	SIAE inh	HTRA1 inhibitor	ABHD4 inh	NPR2 activator	TCR CD3 inh	PRMT1 FP inh	UHRF1 MBD2 ctr	rCAG binder	NPR1 activator	MBD2 inh
COC(=O)[C@]12C[C@H](CC(=O)NCCc3ccccc3OC)C(=O)N(Cc3ccccc3)C1=C[C@H](COCc1ccccc1)O[C@@H]2C	-2	nt	-2	1	nt	-2	-1	5	-3	-6
Nc1cc(C(F)(F)F)cc([N+](=O)[O-])c1N	1	4	5	0	-10	2	-4	2	2	-2
Clc1ccc(-c2nnc(NCCN3CCCC3)c3ccccc23)cc1	-4	-9	-4	-5	2	2	-13	10	-15	-3
CC(C)OC(=O)CC1C(=O)NCCN1C(=S)NC(=O)CCc1ccccc1 (stereo not given)	4	-1	-1	1	-4	0	-2	-3	2	3
CCOC(=O)C1=C(CC)OC(N)=C(C#N)C1c1ccsc1 (stereo not given)	4	-3	3	-2	0	1	-1	-2	-4	1
COc1cc(C(=O)Nc2ccc(N(C)C)cc2)c([N+](=O)[O-])cc1OC	1	10	3	-1	1	-1	-1	2	-2	4
COC(=O)[C@]12C[C@H](CC(=O)N3CCCCC3)C(=O)N(Cc3ccc(Cl)cc3Cl)C1=C[C@H](C1CCCC1)O[C@@H]2C	-8	nt	2	-14	nt	-1	-1	7	-19	-1
CCOCCc1nnc(NC(=O)C2CC(=O)N(CCc3ccc(F)cc3)C2)s1 (stereo not given)	0	2	1	4	7	1	1	3	-1	-3
C[C@@H]1CN(C(=O)OC(C)(C)C)CCN1c1ccc(N2CC[C@@H](O)C2)c(C#N)c1	5	nt	2	5	4	-2	-3	0	3	2
Cc1ccc(C(=O)NC2(C(F)(F)F)N=C3SCCN3C2=O)cc1 (stereo not given)	4	5	-1	1	3	1	-1	6	-4	0
CCOC(=O)c1cnc(SCc2nc(N)nc(Nc3ccccc3)n2)nc1N	-5	-8	-6	3	7	2	0	0	4	0
COC(=O)/C=c1/s/c(=C(/C#N)C(=O)N2CCCCC2)n(-c2ccccc2)c1=O	-6	-2	-7	-1	6	-1	2	-1	1	-2
Cc1nc(NN)nc(NCc2ccccc2)n1	-1	-5	-4	-4	2	-5	0	-2	1	-6
CCOC(=O)Cn1nc(/C=C/c2ccccc2)ccc1=O	7	-1	5	-4	6	-2	-2	-2	3	-6
CC(=O)Nc1ccc(N(C(=O)c2cnccn2)C(C(=O)NC2CCCCC2)c2ccc(O)cc2)cc1 (stereo not given)	-3	3	7	3	1	4	1	4	1	8
COc1ccc2[nH]c(=O)c(-c3nnn(-c4ccccc4)n3)cc2c1	-3	-13	-3	3	-2	0	-2	10	-2	2
COC(C[C@@H]1O[C@H]1[C@@H](O)COCc1ccccc1)OC	8	2	7	2	-4	2	-1	1	1	1
O=C(Cn1cc(Br)ccc1=O)Nc1ccc2c(c1)OCO2	13	3	2	3	1	2	1	1	4	2
COc1ccc(/C=C/C2=CC(C)(C)NC(=S)N2)c(OC)c1	6	-5	2	-2	-4	6	-5	5	-4	1
CC1CCN(S(=O)(=O)N2CCC(C(=O)NCc3ccc4c(c3)OCO4)CC2)CC1	0	-3	-4	4	-3	1	2	-4	-4	5
CCN(CC)C(=O)Cn1c(=O)oc2ccccc21	5	0	0	0	-4	-4	0	-2	1	-2
COc1ccc(NC(=O)CN(C)C(=O)C2CCCO2)cc1 (stereo not given)	-11	2	0	1	4	-5	-1	0	-1	3
Nc1nccc(-c2nn(-c3ccc(Cl)cc3)ccc2=O)n1	8	-2	0	-3	1	-4	-1	0	3	2
Nc1nc(-c2ccccc2)c(N=Nc2cccc3ccccc23)s1	13	76*	49*	-9	4	-4	-4	35*	2	-7
COc1ccc(OCCCC(=O)Nc2cc(Cl)ccc2-n2cncn2)cc1	13	3	-3	-5	0	-2	1	-2	-2	0

An excerpt from above with just ABHD4 inh, NPR1 activator and MBD2 inh:
SMILES | ABHD4 inh | NPR1 activator | MBD2 inh
Cc1ccc(C(=O)NC2(C(F)(F)F)N=C3SCCN3C2=O)cc1 (stereo not given) | -1 | -4 | 0
Cc1nc(NN)nc(NCc2ccccc2)n1 | -4 | 1 | -6

(more compounds)
SMILES	SIAE inh	HTRA1 inhibitor	ABHD4 inh	NPR2 activator	TCR CD3 inh	PRMT1 FP inh	UHRF1 MBD2 ctr	rCAG binder	NPR1 activator	MBD2 inh
COc1ccc(-c2nc(CS(=O)(=O)CC(=O)NCc3ccccc3Br)c(C)o2)cc1	-5	-24	-8	-10	-4	-2	2	4	-12	2
CN1C=CC=C/C1=C1/SC(=S)N(Cc2ccccc2)C1=O	-1	0	4	2	-4	0	-8	0	1	-8
CCO[C@@H]1OC(C(=O)N2CCCCCCC2)=C[C@H](c2ccc3c(c2)OCO3)[C@H]1CCCO	-2	-3	-2	4	6	-2	-2	-12	-2	2
O=C(O)c1ccc(NCc2ccc(Br)cc2)cc1	6	-3	-4	0	-1	-3	2	1	8	-3
O=C(CSc1ncccn1)NNC(=O)c1ccccc1	0	-2	-6	-1	0	-4	-1	-2	-1	-5
C/C=C(/C)C(=O)Nc1cccc(C2=NOC3(C2)C[C@@H](C(N)=O)N(C(=O)CC(c2ccccc2)c2ccccc2)C3)c1 (stereo not given in full)	-10	-55	-15	-2	-5	4	2	14	-3	6
Nc1cc(OCC(F)(F)F)cc(OCC(F)(F)F)c1	9	13	4	-3	-5	0	-3	0	0	1
O=C(COC(=O)c1c(Cl)ccc(Cl)c1Cl)NCC1CCCO1 (stereo not given)	-1	-4	2	-1	8	3	1	2	-1	2
Cc1ccccc1N1C(=S)NC2c3ccccc3OC1(C)C2C(=O)N(C)C (stereo not given)	1	1	-3	-1	-4	9	2	0	-9	7
O=C(OC(C(=O)NCc1ccc(F)cc1)c1ccccc1)c1ccco1 (stereo not given)	-3	-3	-5	-2	3	-4	-1	2	-2	3
NC(=O)NC(=O)COC(=O)c1ccc(OC(F)F)cc1	1	3	6	2	1	4	0	0	11	2
COc1cc(C2NC(=S)NC(C)=C2C(=O)Nc2cc(C)cc(C)c2)ccc1O (stereo not given)	2	-2	4	-10	1	0	3	2	-5	2
O=C(CSc1ccccn1)Nc1ccc(Cl)cn1	3	2	0	-2	0	-3	1	2	3	1
C=CCn1c(=O)c(C(=O)Nc2ccc(C)cn2)c(O)c2ccccc21	-1	-4	2	3	2	-1	-2	1	0	0
CC1CCN(CCCNC(=O)c2cc3c(Cl)nc4ccccc4c3s2)CC1	-9	-21	0	-7	-4	2	-3	13	-5	4
O=S(=O)(c1cccc2cccnc12)N1CCN(Cc2ccccc2)CC1	-1	-2	2	4	-3	-10	-2	-3	2	-5
CC(=O)c1c(C)[nH]c(C(=O)Nc2cccc(S(=O)(=O)N3CCCCC3)c2)c1C	-15	-22	-33	2	1	0	-5	1	3	-5
O=C(NCCSCc1ccco1)Nc1cccc(Cl)c1	-11	-18	-12	-3	-1	18	-3	7	3	1
c1ccn(-c2ccc(N3CCOCC3)cc2)c1	6	1	-3	6	6	-2	-2	-1	1	-3
Cc1nc(NC(=S)NC(=O)COc2ccc(Cl)cc2)ccc1Br	5	-1	3	1	1	-2	-4	1	3	-7
C/C=C/c1ccc(OCCCCOc2ccc(OC)cc2)c(OC)c1	0	-14	-5	2	-3	-2	6	3	-1	4
COc1ccccc1-n1c(SCC(=O)OC(C)C)nc2cccnc21	-4	0	5	0	-1	-2	-1	-7	-3	2
COC(=O)Cc1c(C)c2ccc(OC(=O)c3ccccc3)cc2oc1=O	0	-5	2	-4	1	1	0	0	-12	2
CCN1C(=O)[C@H]2[C@H]3CN=C(SC)N3[C@@](C)(C(=O)OC)[C@H]2C1=O	-1	4	-2	-1	3	0	1	2	3	2
CN(C)c1ccc(C(=O)OCC(=O)c2ccc[nH]2)cc1	2	-1	2	-5	-3	1	-1	5	-2	-1

Structures listed so far marked active in HTRA1 inhibitor.
| Molecule | SIAE inh | HTRA1 inhibitor | ABHD4 inh | NPR2 activator | TCR CD3 inh | PRMT1 FP inh | UHRF1 MBD2 ctr | NPR1 activator | MBD2 inh |
| --- | --- | --- | --- | --- | --- | --- | --- | --- | --- |
| Nc1nc(-c2ccccc2)c(N=Nc2cccc3ccccc23)s1 | 13 | 76* | 49* | -9 | 4 | -4 | -4 | 2 | -7 |

Going on with the list.
SMILES	SIAE inh	HTRA1 inhibitor	ABHD4 inh	NPR2 activator	TCR CD3 inh	PRMT1 FP inh	UHRF1 MBD2 ctr	rCAG binder	NPR1 activator	MBD2 inh
Cc1ccc(S(=O)(=O)Nc2cc(C(F)(F)F)ccc2N2CCOCC2)c(C)c1	-3	-19	-8	-13	-3	0	2	-1	-10	5
CC(=O)Nc1ccc(S(=O)(=O)N2CCc3cc4c(cc3C2C)OCCCO4)cc1 (stereo not given)	-1	-1	-3	3	3	-3	1	2	-2	-1
O=C(CCC(=O)c1ccc(Oc2ccccc2)cc1)Nc1ccc(Cl)cc1Cl	3	-1	-2	-1	-3	-3	0	2	4	-1
O=C(COc1ccc2ccc(=O)oc2c1)N1CC[C@@]2(O)CCCC[C@H]2C1	1	0	3	3	0	-5	-3	-2	0	-6
COc1ccc(C(=O)NC2CCCCC2)cc1S(=O)(=O)N1CCCC1	5	-5	1	1	4	0	-1	-3	-2	2
CCc1nc(NC(C)C)c2oc3ccccc3c2n1	-3	-3	-3	-8	2	-1	1	-1	-4	0
Cc1ccc(CNC(=O)C2CC(=O)N(C3CCCCCC3)C2)cc1 (stereo not given)	-3	-2	1	3	4	-5	37*	-6	-2	2
O=C(Cc1ccccc1Cl)Nc1cccc(S(=O)(=O)N2CCOCC2)c1	4	0	-1	2	7	0	0	1	1	2
Cn1c(NC(=O)c2ccccc2F)cc(=O)n(C)c1=O	-1	0	-4	4	2	-2	-2	1	-1	-3
O=c1c2ccccc2c2ccccc2c(=O)n1Cc1ccc2c(c1)OCO2	-1	-17	1	-5	1	-1	-1	3	-5	0
CCOC(=O)CSc1nc(-c2ccncc2)ccc1C#N	-1	3	-4	11	1	-1	-3	-5	9	4
COc1cc(C2C(C#N)=C(N)OC3=C2C(=O)CCC3)cc(OC)c1OC(=O)N1CCOCC1 (stereo not given)	14	8	6	2	-7	0	-2	-3	0	-1
CC1=C(C(=O)OCC2CCCO2)C(c2cccc(C(F)(F)F)c2)C2=C(CC(c3ccco3)CC2=O)N1 (stereo not given)	-1	-48	-5	0	4	2	2	-1	3	-4
CC(C)c1nc(SCC(=O)Nc2ccc3c(c2)OCO3)n[nH]1	4	0	1	-5	4	-1	1	3	0	0
O=C(NC1CCCC1)c1ccc(S(=O)(=O)N2CCCC2)cc1	8	1	12	2	-6	0	5	-4	3	3
O=C(O)CCc1ccc(-c2cccs2)n1CC1CCCO1 (stereo not given)	5	-2	6	2	-9	15	5	12	0	3
CC(C)N(c1ccccc1)c1ncnc(NCCC(=O)O)c1[N+](=O)[O-]	0	2	8	0	0	-1	3	0	3	2
COc1ccc(C2(CNC(=O)c3ccco3)CCOCC2)cc1	1	0	1	-1	6	2	-3	3	0	-3
CC(C)CCNC(=O)c1ccc(CSCc2cccc(F)c2)o1	-2	-5	-11	3	-3	1	8	-8	3	-1
CCCNC(=O)C1(C)CCN(C(=O)c2cccc(C(F)(F)F)c2)C1 (stereo not given)	10	nt	6	1	0	-1	-1	0	0	1
COc1ccc(/C=N/Nc2nc(-c3cccc(S(=O)(=O)N4CCCC4)c3)cs2)c(OC)c1	15	1	0	-1	9	4	0	20	4	2
O=C(Nc1ccc(CN2CCCCC2)cc1)c1cccc(F)c1	13	2	5	-6	-6	0	-2	0	-1	-1
O=C(Nc1ccc(F)cc1)NC1CCCc2ccccc21 (stereo not given)	0	-5	-2	-5	6	0	-2	0	-1	3
CNS(=O)(=O)c1cc(NC(C)=O)c(C)cc1C	-7	2	5	0	2	-1	4	1	6	-2

A portion of the library; the hit share may differ from the screen's.
